Bioassay records: PubChem BioAssay, National Center for Advancing Translational Sciences (NCATS)
Mito fusion act – mitochondrial division inhibition or fusion activation; AID 485298; Potency, µM (series often up to 46.1 µM), inactives show top-dose growth rescue (activation), most hits filed as activators; S. cerevisiae fusion-defective mutant growth rescue, CellTiterGlo 48 h; hit rate 0.23% among 320,000;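 also: potency is read from the fitted curve at half-maximal effect; % of control where 0% means no effect; nearly all actives have a fitted effect of over 45% in size; temperature-sensitive fusion mutants such as fzo1-1 at 37 °C on non-fermentable ethanol glycerol medium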
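Read-out: ATP-based luminescence (CellTiterGlo, 10 min ambient) reporting growth of fusion-defective ts yeast after 48 hours at 37C on glycerol/ethanol YPEG medium in the presence of compound.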
KCNH2 3.1 block – blocks the human KCNH2 3.1 channel isoform. activity change, % (tested at about 1.8 µM). AID 720553. U2OS KCNH2 3.1, thallium flux FluxOr; stronger effect = lower value. hit rate 0.95% among 340,000;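 active = maximum activity change below -70%; inconclusive = maximum activity change from -70% to -50%; inactive = maximum activity change above -50%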;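 also: thallium influx rate constant from kinetic fluorescence after stimulation buffer; % is scaled to controls: 0 for no effect and ±100 for the full control effect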
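Normalized rate constant (relative to positive and negative DMSO controls) derived from a 2 min kinetic fluorescence read after stimulation; U2OS cells expressing the 3.1 isoform via virus at 1.77 x 10^8 /mL.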
ELG1 DNA repair – blocks ELG1-dependent DNA repair in HEK293T cells; hit rate 2.3% among 330,000; HEK293T ELG1-luciferase reporter, luminescence, 16 h; DNA damage induced by 5-fluorouridine; Potency, µM (doses to about 46.1 µM), without a hit: at the highest dose activity change, negative = inhibition, hits mostly inhibitors; also: potency is read from the fitted curve at half-maximal effect; % is scaled to controls: 0 for no effect and ±100 for the full control effect; nearly all actives have a fitted effect of over 55% in size
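Reporter activity after DNA damage by 5-fluorouridine is monitored. Compound-treated cells incubate 16 hr at 37 °C, then ONE-Glo is added for 30 min before luminescence reading.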
VP16 counter – Gal4-VP16 reporter inhibition counter-screen; Drosophila S2 Gal4-VP16 UAS-luciferase, luminescence, 20 h; Potency, µM (doses to about 53.6 µM), inactives show at the top dose activity, negative = inhibition, most hits filed as inhibitors; hit rate 3.5% among 310,000; AID 2546;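 also: Gal4-VP16 expression switched on by copper sulfate through the metallothionein promoter; potency is read from the fitted curve at half-maximal effect; % is scaled to controls: 0 for no effect and ±100 for the full control effect; nearly all actives have a fitted effect of over 50% in size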
Menin-MLL TR inh – menin-MLL binding inhibition, Texas Red mutant peptide. O00255. Menin + Texas Red MLL mutant peptide, fluorescence polarization. Potency, µM (series often up to 61.6 µM), for the others: at the top dose FP activity change, negative = inhibition, actives largely listed as inhibitors. AID 1768. hit rate 0.23% among 270,000; active = well fitted inhibition curve with a large enough effect in the polarisation, with a control signal flat, not every such curve was filed as active; inconclusive = small, poorly fitted or top-dose-only effect, or effect the other way, or a change in a side signal; inactive = no such curve, though single readings can be large or run the other way; the % refers to the polarisation; also: potency is read from the fitted curve at half-maximal effect; % of control where 0% means no effect; many of its hits are not listed in these tables
Target sequence (O00255 whole entry, looked up): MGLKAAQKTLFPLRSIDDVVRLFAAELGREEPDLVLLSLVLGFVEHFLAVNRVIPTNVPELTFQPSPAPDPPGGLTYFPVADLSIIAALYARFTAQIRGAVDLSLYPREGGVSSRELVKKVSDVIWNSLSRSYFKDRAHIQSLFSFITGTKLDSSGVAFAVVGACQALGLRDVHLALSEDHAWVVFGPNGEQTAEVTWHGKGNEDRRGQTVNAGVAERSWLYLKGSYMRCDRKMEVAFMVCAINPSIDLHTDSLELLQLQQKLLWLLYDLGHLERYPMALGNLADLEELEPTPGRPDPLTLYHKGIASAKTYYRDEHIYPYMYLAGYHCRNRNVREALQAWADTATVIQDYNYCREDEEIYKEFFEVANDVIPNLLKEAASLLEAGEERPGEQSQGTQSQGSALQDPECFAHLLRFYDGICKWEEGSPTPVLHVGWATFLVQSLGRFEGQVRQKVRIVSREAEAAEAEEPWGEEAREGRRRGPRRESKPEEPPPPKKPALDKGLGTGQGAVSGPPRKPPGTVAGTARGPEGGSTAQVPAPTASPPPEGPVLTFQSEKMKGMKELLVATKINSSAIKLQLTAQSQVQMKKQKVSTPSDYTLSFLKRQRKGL
MBNL1 CUG block – MBNL1-poly(CUG) RNA binding inhibition; TR-FRET MBNL1-His/biotin-(CUG)12 binding, 665/545 ratio; hit rate 0.036% among 280,000; Potency, µM (titrated, usually from 57.5 µM), for inactives: at the top dose activity change, negative = inhibition, hits mostly inhibitors; AID 2675; active = well fitted inhibition curve with a large enough effect in the signal ratio, with a control signal flat, not every such curve was filed as active; inconclusive = small, poorly fitted or top-dose-only effect, or effect the other way, or a change in a side signal; inactive = no such curve, though single readings can be large or run the other way; the % refers to the signal ratio; also: potency is read from the fitted curve at half-maximal effect; % is scaled to controls: 0 for no effect and ±100 for the full control effect
Target sequence (Q9NR56 whole entry, looked up): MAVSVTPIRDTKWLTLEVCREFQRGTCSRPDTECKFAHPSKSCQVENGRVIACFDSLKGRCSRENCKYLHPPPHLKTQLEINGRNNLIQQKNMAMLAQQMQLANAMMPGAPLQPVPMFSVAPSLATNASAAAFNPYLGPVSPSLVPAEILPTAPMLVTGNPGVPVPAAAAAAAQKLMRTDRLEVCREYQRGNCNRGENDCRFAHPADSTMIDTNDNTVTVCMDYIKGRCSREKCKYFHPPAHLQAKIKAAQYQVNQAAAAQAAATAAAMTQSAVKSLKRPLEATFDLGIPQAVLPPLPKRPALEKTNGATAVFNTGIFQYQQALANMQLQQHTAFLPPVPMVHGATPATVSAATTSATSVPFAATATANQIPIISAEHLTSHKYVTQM
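Inhibition of protein-RNA binding appears as loss of TR-FRET between terbium anti-His antibody on MBNL1-His and streptavidin-XL665 on biotin-(CUG)12. Activity is normalized to buffer-only and uninhibited-complex controls.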
Rab9 prom act – Rab9 promoter activation | Huh7 Rab9 promoter-luciferase reporter, luminescence, 24 h | hit rate 2.8% among 320,000 | Potency, µM (top dose mostly 9.22 µM), inactives show at the highest dose activation, negative = inhibition, usual class: activators | AID 485297; also: potency is read from the fitted curve at half-maximal effect; % of control where 0% means no effect; nearly all actives have a fitted effect of over 60% in size
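Using Huh7 cells stably transfected with Rab9 promoter–luciferase, compounds were incubated 24 h at 37 °C, 5% CO2; luciferase luminescence was read 10 min after reagent addition.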
RORg inh – ROR gamma (mouse) transcription inhibition. P51450. Drosophila S2 Gal4-RORgamma UAS-luciferase reporter, 20 h. Potency, µM (titrated, usually from 53.6 µM), for the others: at the highest dose activity change, negative = inhibition, actives largely listed as inhibitors. hit rate 5.4% among 310,000; also: potency is read from the fitted curve at half-maximal effect; % is scaled to controls: 0 for no effect and ±100 for the full control effect; nearly all actives have a fitted effect of over 60% in size
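ROR gamma transcriptional activity was tracked as Gal4-UAS luciferase output in stably transfected Drosophila Schneider cells, with compound added 1 hr before 700 uM copper sulfate induction and a 20 hr ambient-temperature incubation.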
NPC1 prom act – activators of NPC1 promoter | Potency, µM (doses to about 9.22 µM), inactives show top-dose activation, actives largely listed as activators | hit rate 2.4% among 320,000 | AID 485313 | Huh7 NPC1 promoter luciferase reporter, 24 h;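 also: potency is read from the fitted curve at half-maximal effect; % of control where 0% means no effect; nearly all actives have a fitted effect of over 60% in size; reporter is driven by a mutant NPC1 promoter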
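Stable NPC1-promoter luciferase Huh7 line; cpd (DMSO) 24 h, 37 °C, 5% CO2; Amplite luciferase reagent 10 min RT; luminescence readout. qHTS format.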
FLuc counter – firefly luciferase modulation, counter-screen for miR-21 project | purified FLuc, Km substrates, luminescence inhibition | P08659 | hit rate 6.9% among 360,000 | Potency, µM (titrated, usually from 57.5 µM), inactives show top-dose activity change, negative = inhibition, most hits filed as inhibitors;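 also: potency is read from the fitted curve at half-maximal effect; plate controls were vehicle for no effect and reference inhibitor for full effect; nearly all actives have a fitted effect of over 55% in size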
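Purified P. pyralis luciferase, 10 nM final, with Km-level 10 uM D-luciferin and 10 uM ATP in 50 mM Tris acetate pH 7.5, 10 mM Mg acetate, 0.01% Tween-20, 0.05% BSA; 6-point qHTS titration about 60 µM downward; luminescence read.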
PKM2 activator – PKM2 (human) enzyme activation; P14618; hit rate 0.34% among 260,000; purified PKM2, Kinase-Glo ATP luminescence, activation; response scale: 0% is enzyme alone, no compound; Potency, µM (doses to about 57.5 µM), for inactives: top-dose activation, actives largely listed as activators; also: potency is read from the fitted curve at half-maximal effect; % is scaled to controls: 0 for no effect and ±100 for the full control effect; nearly all actives have a fitted effect of over 55% in size
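Purified hPK-M2 (>95%) run at intermediate activity with 0.1 mM ADP and 0.5 mM PEP in 50 mM imidazole pH 7.2, KCl, MgCl2; 1 h room temperature. ATP formed read by Kinase-Glo luminescence; normalized to uninhibited and no-enzyme controls.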
An asterisk follows results filed as active; ? = inconclusive; . = not tested or not shown; & = joins results of further samples; [ ] = another dose, or the depositor's remark. Unless noted, calls follow the shape of the dose curve; as a rule, active = well fitted curve in the direction sought with a large enough effect; inconclusive = small, poorly fitted or top-dose-only effect, or another doubt; inactive = no such curve, though single readings can be large; an effect the other way counts as inactive or inconclusive. The list is partial; the hit share may differ from the screen's.

SMILES	Mito fusion act	KCNH2 3.1 block	ELG1 DNA repair	VP16 counter	Menin-MLL TR inh	MBNL1 CUG block	Rab9 prom act	RORg inh	NPC1 prom act	FLuc counter	PKM2 activator
CC(=O)C1=C(C)NC(SCC(=O)c2ccc(Cl)cc2)=C(C#N)C1c1ccco1 (stereo unspecified)	?	-12	?	?	?	15%	-3%	?	-3%	-6%	16%
Cc1ccc(-c2cc(C(F)F)n3ncc(C(=O)Nc4c(C)nn(Cc5c(Cl)cccc5Cl)c4C)c3n2)cc1	2%	-10	4.6µM*	0%	5%	-4%	-4%	-8%	-10%	3%	-1%
C=CCOc1ccccc1CNc1ccc2c(c1)OCCO2	2%	0	?	?	-15%	15%	?	4.5µM*	?	0.85µM*	-7%
CC(=O)Nc1ccc(-c2csc(NC(=O)C3CSC4(C)CCC(=O)N34)n2)cc1 (stereo unspecified)	-2%	14	?	.	.	.	1%	.	1%	3%	.
CCCN1C(=O)COc2ccc(C(=O)c3ccccc3C(=O)O)cc21	1%	9	-1%	-7%	1%	-23%	3%	-22%	-3%	-2%	-1%
CC(=O)Nc1ccc(S(=O)(=O)NC(C)CCc2ccccc2)cc1 (stereo unspecified)	1%	5	-16%	0%	16%	-2%	0%	30%	1%	-1%	1%
N#Cc1ccsc1NC(=O)COC(=O)CCCSc1nc2ccccc2s1	6%	7	3%	5µM*	?	4%	8%	?	0%	?	1%
Cc1c(NC(=O)COC(=O)/C=C/c2cccc(Cl)c2)c(=O)n(-c2ccccc2)n1C	0%	0	5%	.	.	.	-3%	.	2%	.	.
CCc1ccccc1NC(=O)c1nnn(CC(=O)Nc2ccccc2C)c1N	-2%	-17	11%	-1%	.	-2%	-1%	1%	-3%	-5%	-7%
COc1ccc(/C=C\c2onc(C)c2S(=O)(=O)N2CCC(C(=O)NCCC(C)C)CC2)cc1	-3%	-5	-26%	4%	0%[11.7 µM]	2%	6.3µM*	-15%	-3%	1%	-6%
Cc1nn(C(=O)CN2C(=O)c3ccccc3C2=O)c(C)c1Br	-2%	4	?	-5%	?	4%	0%	8%	0%	6%	-2%
Cc1cc(N2CCN(C)CC2)ccc1NC(=O)c1cccc(S(=O)(=O)N2CCc3ccccc3C2)c1	-1%	-9	16%	?	-18%	-2%	-3%	?	-6%	?	-3%
CCN(CC)CCN(C(=O)c1ccc2ccccc2c1)c1nc2ccc(OC)cc2s1	-1%	-6	-8%	-2%	-7%	-4%	0%	-11%	-1%	3%	-6%
CC(=O)c1ccc(NC(=O)CCNS(=O)(=O)c2cc(Br)cnc2N)cc1	1%	16	-1%	-10%	.	2%	-5%	13%	-7%	0%	.
O=C(O)CCC(=O)NNC(=O)c1ccc(-c2ccccc2)cc1	-7%	0	17%	2%	4%	-12%	1%	0%	-1%	19µM*	-1%
CC(=O)OCC(COC(C)=O)OC(C)=O	1%	8	29%	-10%&-19%&-7%	-3%&-3%	.	0%	-9%[10 µM]	-2%	1%	.
O=C(CCC(=O)Nc1ccccc1)NNC(=O)C(c1ccccc1)c1ccccc1	-3%	-6	?	-5%	-14%	-13%	-2%	17%	-1%	-1%	1%
O=C(CNCc1ccccc1Cl)NCc1ccco1	-3%	3	-10%	-2%[10 µM]	-18%	-3%	1%	-1%	2%	-4%	-5%
COc1cc(/C=C/c2nnc3c4ccccc4ncn23)cc(OC)c1OC	9%	-2	6.5µM*	?	?	20%	23%	?	8%	?	0%
CC(C)OC(=O)Cn1c(=O)sc2ccccc21	1%	-1	7%	-2%	-9%	1%	10%	36%	1%	-1%	-1%
COc1ccccc1OCCCn1c(C)c(C#N)c2ccccc21	18%	10	-29%	-25%	14%	4%	7%	-1%	-2%	-1%	0%
Cc1cc2c(c(=O)n1Cc1ccccc1)C1O[C@](CCCCN3C(=O)c4ccccc4C3=O)(Cc3cc(C#N)ccc31)O2	1%[9.22 µM]	.	.	4%[10 µM]	1%[11.7 µM]	4%[11.5 µM]	-4%[1.84 µM]	10%[10 µM]	1%[1.84 µM]	0%[11.5 µM]	0%[11.5 µM]
COc1ccc([N+](=O)[O-])cc1C1NN=C(c2cccc3ccccc23)S1 (stereo unspecified)	1%	2	-1%	-10%	?	28%	0%	?	1%	3%	7%
CCC(C)NC(=O)c1nn(C)c(=O)c2ccccc12 (stereo unspecified)	-2%	7	15%	-12%	5%	-4%	0%	-29%	-1%	2%	6%
Cc1ccc(-n2ncc(C(=O)O)c2C2CCN(C(=O)OC(C)(C)C)CC2)cc1	5%	0	-5%	1%	-10%	-4%	1%	14%	0%	-5%	-2%

Next part; it opens with the 2 that closed the last part.
SMILES	Mito fusion act	KCNH2 3.1 block	ELG1 DNA repair	VP16 counter	Menin-MLL TR inh	MBNL1 CUG block	Rab9 prom act	RORg inh	NPC1 prom act	FLuc counter	PKM2 activator
CCC(C)NC(=O)c1nn(C)c(=O)c2ccccc12 (stereo unspecified)	-2%	7	15%	-12%	5%	-4%	0%	-29%	-1%	2%	6%
Cc1ccc(-n2ncc(C(=O)O)c2C2CCN(C(=O)OC(C)(C)C)CC2)cc1	5%	0	-5%	1%	-10%	-4%	1%	14%	0%	-5%	-2%
COc1ccccc1Oc1ccc(NC(=O)c2ccccc2C)cc1	0%	-30	?	-4%	-4%	-1%	13%	?	1%	?	1%
CCN1C(=NCCCOC(C)C)N[C@@H](c2ccccc2)[C@H](C(=O)OC)[C@H]1C	-1%	-13	29%	4%	11%	3%	-11%	22%	0%	2%	2%
O=c1[nH]c(Nc2ccc3c(c2)OCCO3)nnc1Cc1ccc(Cl)cc1	4%	22	-10%	-1%	-20%	-15%	-3%	18%	0%	-8%	-1%
CC(C)CCn1cnc2c1c(=O)[nH]c(=O)n2Cc1ccccc1	-4%	-8	-13%	-2%	-9%	-1%	2%	6%	1%	1%	.
CCN(CC)CCN1C(=O)C(O)=C(C(=O)c2cccs2)C1c1ccc(C)o1 (stereo unspecified)	-6%	-19	?	26%	13%	19%	0%	17%	-1%	3%	-1%
CCN1CCN(CCCNC(=O)c2cn(CCOC)c(=O)c3c2c2ccccc2n3C)CC1	0%	-2	-2%	5%	-2%	8%	2%	1%	1%	1%	6%
CCOc1cc(CNCC(O)c2ccccc2)cc(Cl)c1OC (stereo unspecified)	-15%	-9	-1%	-9%	-14%	-4%	-3%	?	-5%	2%	6%
COc1ccc(CC(NC(C)=O)C(=O)NC2CCN(C(=O)Nc3ccc(C#N)cc3)CC2)cc1OC (stereo unspecified)	-6%	10	17%	-2%	-4%	-3%	-5%[1.84 µM]	14%	-6%	3%	1%
O=S(=O)(c1ccc(Cl)s1)N1CCCCC1	-2%	-17	5%	7%	-2%	-1%	-1%	-3%	-1%	-1%	-5%
CCOC(=O)CNC(=O)CCNS(=O)(=O)c1ccc2c(c1)c(=O)n(C)c(=O)n2C	-3%	-6	-2%	-7%	5%	8%	-1%	17%	-2%	1%	-1%
Cc1ccc(C(=O)c2ccc(N3CCOCC3)c(F)c2)cc1	1%	-1	?	?	-5%	-28%	30%	?	19%	17µM*	-5%
CCCCC(CC)C(=O)Nc1ccccc1C#N (stereo unspecified)	1%	7	-1%	2%	-3%	-10%	-7%	33%	-2%	0%	-1%
Cc1cc(NC(=O)/C=C/C(=O)N(CC(=O)NC2CCCC2)c2cccc3ccccc23)no1	7%	3	-4%	1%[10 µM]	-22%	10%	-14%	-3%	-5%	-1%	1%

Structural class, the entries above containing a furan ring, fused or not (3)
SMILES	Mito fusion act	KCNH2 3.1 block	ELG1 DNA repair	VP16 counter	Menin-MLL TR inh	MBNL1 CUG block	Rab9 prom act	RORg inh	NPC1 prom act	FLuc counter	PKM2 activator
CC(=O)C1=C(C)NC(SCC(=O)c2ccc(Cl)cc2)=C(C#N)C1c1ccco1 (stereo unspecified)	?	-12	?	?	?	15%	-3%	?	-3%	-6%	16%
O=C(CNCc1ccccc1Cl)NCc1ccco1	-3%	3	-10%	-2%[10 µM]	-18%	-3%	1%	-1%	2%	-4%	-5%
CCN(CC)CCN1C(=O)C(O)=C(C(=O)c2cccs2)C1c1ccc(C)o1 (stereo unspecified)	-6%	-19	?	26%	13%	19%	0%	17%	-1%	3%	-1%
